CYP2C19 inh – inhibitors of human CYP2C19; P33261; 96,000 compounds, 21% hits; CYP2C19 Supersomes, luciferin-H EGE luminescence, 30 min; AID 778; inhibition, % at 5 µM;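 active means CYP2C19 inhibition above a set limit at 5 µM in the primary screen, cut at about 50% in these data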;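 further: plate controls were negative control wells for no effect and 2.5 mM tranylcypromine positive control for full effect; values of inactives mirror those of a sister screen read the other way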
S1P2 blocker – S1P2 (human) receptor antagonism | cell-based S1P2 antagonist assay, inhibition at 5 uM | O95136 | 97,000 compounds, 0.21% hits | inhibition, % at 5 µM; in the data active means inhibition above about 45%;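 further: CRE beta-lactamase reporter cells expressing human S1P2 stimulated with S1P; 0% = agonist at EC80 alone and 100% = agonist plus reference antagonist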
Target sequence (O95136 whole entry, looked up): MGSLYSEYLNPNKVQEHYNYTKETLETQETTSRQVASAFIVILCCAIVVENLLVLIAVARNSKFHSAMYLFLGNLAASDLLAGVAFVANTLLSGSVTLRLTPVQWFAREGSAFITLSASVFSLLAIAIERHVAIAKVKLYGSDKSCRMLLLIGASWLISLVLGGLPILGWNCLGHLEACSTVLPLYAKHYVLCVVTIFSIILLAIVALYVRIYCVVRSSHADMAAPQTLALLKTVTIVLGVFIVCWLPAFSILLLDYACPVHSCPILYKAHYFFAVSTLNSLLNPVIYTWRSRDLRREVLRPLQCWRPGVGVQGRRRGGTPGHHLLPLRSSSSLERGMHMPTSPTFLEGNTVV
sEH act – soluble epoxide hydrolase (human) activation; 91,000 compounds, 0.04% hits; activation, % at 2 µM; purified human sEH enzymatic activity, activator screen; AID 717; in the data active means activation above about 37%; further: values of inactives mirror those of a sister screen read the other way
S1P2 ag – S1P2 (human) receptor agonism; AID 729; S1P2-expressing cell line, agonist reporter read-out; O95136; activation, % at 4.5 µM; 97,000 compounds, 0.46% hits; in the data active means activation above about 16%;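 further: 0% = vehicle low control and 100% = maximal reference agonist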
PostGolgi yeast – growth inhibition of a yeast mutant, post-Golgi transport screen. post-Golgi transport phenotypic cell assay. inhibition, % at 10 µM. 98,000 compounds, 0.9% hits. AID 739;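 further: yeast cells grown in 1536-well plates; yeast grown about 18 h at 30C before absorbance read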
CYP2C19 activ – cytochrome P450 2C19 (human) activation; activation factor at 5 µM; P33261; 96,000 tested, under 10 active; recombinant CYP2C19, luciferin-H EGE luminescence; active compounds read high; 0 = fully inhibited enzyme, 1 = untreated enzyme;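 active means activation factor of at least 2 at 5 µM in the primary screen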;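 further: 0 = wells with 2.5 mM tranylcypromine and 1 = vehicle-only wells; values of inactives mirror those of a sister screen read the other way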
sEH inh – blocks human soluble epoxide hydrolase activity | P34913 | recombinant human sEH enzymatic activity assay | inhibition, % at 2 µM | 91,000 compounds, 0.34% hits; in the data active means inhibition above about 80%; further: values of inactives mirror those of a sister screen read the other way; many of its hits are not listed in these tables
hDAT+cocaine – modulates human dopamine transporter uptake under cocaine | Q01959 | LLC-PK1 hDAT cells, [14C]-dopamine uptake with cocaine IC80; actives deviate in either direction | 110,000 compounds, 1.3% hits | B-score at 10 µM;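 active means Z score or B-score, a plate-position-corrected score, falls beyond the plate's 99.7% confidence bounds, in either direction; inactive means both scores lie inside the 99.7% bounds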;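 further: scored against the spread of the other compound wells on the same plate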
Target sequence (Q01959 whole entry, looked up): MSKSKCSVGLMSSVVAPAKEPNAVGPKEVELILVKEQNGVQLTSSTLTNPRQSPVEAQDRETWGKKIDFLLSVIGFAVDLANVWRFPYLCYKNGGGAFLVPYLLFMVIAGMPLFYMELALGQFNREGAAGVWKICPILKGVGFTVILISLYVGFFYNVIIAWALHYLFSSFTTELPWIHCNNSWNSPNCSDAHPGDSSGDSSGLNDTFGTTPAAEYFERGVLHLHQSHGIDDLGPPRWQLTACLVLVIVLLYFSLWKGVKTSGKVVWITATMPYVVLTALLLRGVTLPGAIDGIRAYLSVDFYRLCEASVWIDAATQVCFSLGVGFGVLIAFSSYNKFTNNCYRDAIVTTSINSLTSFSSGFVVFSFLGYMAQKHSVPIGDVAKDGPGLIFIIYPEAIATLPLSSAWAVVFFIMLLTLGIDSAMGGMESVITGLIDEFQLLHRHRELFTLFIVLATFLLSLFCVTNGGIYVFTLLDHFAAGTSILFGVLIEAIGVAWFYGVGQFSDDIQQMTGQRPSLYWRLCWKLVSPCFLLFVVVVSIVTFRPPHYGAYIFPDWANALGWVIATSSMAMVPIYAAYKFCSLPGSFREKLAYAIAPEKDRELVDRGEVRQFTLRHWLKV
PostGolgi ctrl – growth of the yeast control strain, post-Golgi counter-screen. inhibition, % at 10 µM. AID 738. efflux-deficient yeast background strain, growth absorbance A615, 16 h. 98,000 compounds, 5% hits
Numbers without * were called inactive. Unless noted, no stated cut-off is given here; in the data, active means inhibition above about 30%; inactive means the rest.

`CCOC(=O)c1c(NC(=O)CSc2nnc(-c3cccnc3)o2)sc2c1CCC2` gave S1P2 blocker 5, sEH act 2, S1P2 ag -3, sEH inh 2 and hDAT+cocaine 0.27.
O=C(CSc1nnc(-c2ccco2)o1)NCC(=O)c1ccccc1 was read as CYP2C19 inh 0, S1P2 blocker -10, sEH act -1, S1P2 ag -1, PostGolgi yeast 11, CYP2C19 activ 1, sEH inh 3, hDAT+cocaine -0.9 and PostGolgi ctrl 0.
Screening Cc1cc(C)cc(N2C(=O)C3CC=CCC3C2=O)c1 (centres undefined) returned CYP2C19 inh 4, S1P2 blocker 8, sEH act -3, S1P2 ag -4, PostGolgi yeast -2, CYP2C19 activ 1, sEH inh 1, hDAT+cocaine -0.11 and PostGolgi ctrl -6.
`O=C(COc1cccc2cccnc12)N1CCc2ccccc2C1` gave CYP2C19 inh 88*, S1P2 blocker 13, sEH act 7, S1P2 ag 0, PostGolgi yeast -3, CYP2C19 activ 0.1, sEH inh -7, hDAT+cocaine -0.26 and PostGolgi ctrl -3.
For CCOC(=O)c1c(NC(=O)C(F)(OC)C(F)(F)F)sc(C(=O)N2CCCCC2)c1C (centres undefined) the results were CYP2C19 inh 24, S1P2 blocker 1, sEH act -14, S1P2 ag -4, PostGolgi yeast -14, CYP2C19 activ 0.8, sEH inh 13 and PostGolgi ctrl 12.
`CCn1c(SCc2ccc(C(=O)Nc3nccs3)cc2)nnc1-c1ccc(N)cc1` gave CYP2C19 inh 29, S1P2 blocker 5, sEH act 0, S1P2 ag 1, PostGolgi yeast -4, CYP2C19 activ 0.7, sEH inh 2, hDAT+cocaine 2.2 and PostGolgi ctrl 13.
`CC(Sc1nc(-c2ccccc2)cc(C(F)(F)F)n1)C(=O)N1CCCC1` (centres undefined) gave CYP2C19 inh -6, S1P2 blocker 21, sEH act 8, S1P2 ag -8, PostGolgi yeast 7, CYP2C19 activ 1.1, sEH inh -8, hDAT+cocaine 0.79 and PostGolgi ctrl 23.
For O=S1CCCSC1c1cccnc1 (centres undefined) the results were CYP2C19 inh -5, S1P2 blocker -2, sEH act -6, S1P2 ag -3, PostGolgi yeast 0, CYP2C19 activ 1, sEH inh 9, hDAT+cocaine -1.2 and PostGolgi ctrl 3.
For O=C(Nc1nnc(C2CC2)s1)c1ccccn1 the results were CYP2C19 inh 20, S1P2 blocker 1, sEH act -4, S1P2 ag -7, PostGolgi yeast 1, CYP2C19 activ 0.8, sEH inh 7, hDAT+cocaine -0.73 and PostGolgi ctrl 4.
Screening CN(C)Cc1cc(CN(C)C)c(O)c(CCc2ccccc2)n1 returned CYP2C19 inh 4, S1P2 blocker -16, sEH act -19, S1P2 ag -1, PostGolgi yeast -4, CYP2C19 activ 1, sEH inh 16, hDAT+cocaine -1.5 and PostGolgi ctrl 12.
Screening Cn1nc([N+](=O)[O-])nc1Sc1ccc(C(C)(C)C)cc1 returned CYP2C19 inh 97*, S1P2 blocker 1, sEH act -5, S1P2 ag -1, PostGolgi yeast 0, CYP2C19 activ 0, sEH inh 7 and PostGolgi ctrl 12.
Screening CC1(C)CC(=O)CC(C)(C)N1OC(=O)c1ccco1 returned CYP2C19 inh -9, S1P2 blocker -34, sEH act -8, S1P2 ag -8, PostGolgi yeast 13, CYP2C19 activ 1.1, sEH inh 9, hDAT+cocaine -1.4 and PostGolgi ctrl -4.
For CCC(=O)Nc1ccc2c(c1)ncn2-c1ccc(OC)cc1 the results were S1P2 blocker -21, sEH act -11, S1P2 ag -10, sEH inh 16 and hDAT+cocaine 2.9*.
Cc1cnc(NC(=O)c2cc3c(C)nn(-c4ccccc4)c3s2)s1 was read as CYP2C19 inh 56*, S1P2 blocker 3, sEH act -1, S1P2 ag -3, PostGolgi yeast 6, CYP2C19 activ 0.4, sEH inh 4, hDAT+cocaine -0.35 and PostGolgi ctrl 30.
Cc1ccc(C(=O)NCCN(C)C)cc1C was read as CYP2C19 inh 38, S1P2 blocker 12, sEH act 1, S1P2 ag -1, PostGolgi yeast 1, CYP2C19 activ 0.6, sEH inh -3, hDAT+cocaine -1.6 and PostGolgi ctrl 7.
`Clc1ccc(-n2nnnc2-c2ccccc2)cc1Cl` gave CYP2C19 inh 95*, PostGolgi yeast -9, CYP2C19 activ 0, hDAT+cocaine 0.067 and PostGolgi ctrl 13.
For Cc1ccc(S(=O)(=O)N(CC(=O)O)Cc2ccccc2F)cc1 the results were CYP2C19 inh -2, S1P2 blocker 14, sEH act 9, S1P2 ag -4, PostGolgi yeast -7, CYP2C19 activ 1, sEH inh -6, hDAT+cocaine -1.2 and PostGolgi ctrl 2.
Screening CCC(C)NCCCOc1cc(Cl)ccc1Cl (centres undefined) returned CYP2C19 inh 29, S1P2 blocker 15, sEH act 12, S1P2 ag -1, PostGolgi yeast -6, CYP2C19 activ 0.7, sEH inh -10, hDAT+cocaine 1.1 and PostGolgi ctrl 5.
Screening O=C(CSc1nnc(-c2ccoc2)o1)N1CCOCC1 returned CYP2C19 inh -15, S1P2 blocker 11, sEH act -8, S1P2 ag -6, PostGolgi yeast 2, CYP2C19 activ 1.1, sEH inh 8, hDAT+cocaine 1.4 and PostGolgi ctrl 3.
Screening COc1cccc(C(=O)N(Cc2ccccc2)Cc2cc3cc4c(cc3[nH]c2=O)OCCO4)c1 returned CYP2C19 inh -4, S1P2 blocker 7, sEH act 2, S1P2 ag -9, PostGolgi yeast -6, CYP2C19 activ 1, sEH inh -3, hDAT+cocaine -0.18 and PostGolgi ctrl 12.
O=C(CSC1=NCCS1)Nc1nc2c(s1)CCCC2 was read as CYP2C19 inh 0, S1P2 blocker -21, sEH act -1, S1P2 ag 0, PostGolgi yeast 18, CYP2C19 activ 1, sEH inh 0, hDAT+cocaine 0.34 and PostGolgi ctrl 8.
CCOC(=O)c1sc2nc(N3CCOCC3)c3c(c2c1N)CCN(Cc1ccccc1)C3 was read as CYP2C19 inh -4, S1P2 blocker -2, sEH act 21, S1P2 ag 1, PostGolgi yeast 4, CYP2C19 activ 1, sEH inh -22, hDAT+cocaine -0.63 and PostGolgi ctrl 17.
CCOc1ccc(S(=O)(=O)Nc2cc(OC)c(OC)cc2C(=O)O)cc1 was read as CYP2C19 inh 32, S1P2 blocker 1, sEH act 1, S1P2 ag -2, PostGolgi yeast 2, CYP2C19 activ 0.7, sEH inh 2, hDAT+cocaine 0.78 and PostGolgi ctrl 5.
For Nc1nc2nc(-c3ccc(OCc4ccccc4)cc3)cc(C(F)(F)F)n2n1 the results were CYP2C19 inh 2, S1P2 blocker -70, sEH act 21, S1P2 ag 33*, PostGolgi yeast 1, CYP2C19 activ 1, sEH inh -20, hDAT+cocaine 0.048 and PostGolgi ctrl 2.
Screening O=C/C(=C\Nc1ccc(Cl)cn1)c1nc2cc(Cl)ccc2o1 returned CYP2C19 inh -23, S1P2 blocker 11, sEH act 4, S1P2 ag -3, PostGolgi yeast -1, CYP2C19 activ 1.2, sEH inh -2, hDAT+cocaine -0.55 and PostGolgi ctrl 15.
Screening Cn1cccc1Cc1nnc(SCC(=O)N2CCOCC2)n1-c1ccc(F)cc1 returned CYP2C19 inh -2, S1P2 blocker 3, sEH act 1, S1P2 ag -4, PostGolgi yeast 7, CYP2C19 activ 1, sEH inh -2, hDAT+cocaine 0.083 and PostGolgi ctrl 19.
Fc1ccc(Cn2nnc(-c3ccc(CN4CCOCC4)cc3)n2)cc1 was read as CYP2C19 inh 10, S1P2 blocker 7, sEH act 27, S1P2 ag -3, PostGolgi yeast 89*, CYP2C19 activ 0.9, sEH inh -26, hDAT+cocaine -8* and PostGolgi ctrl 31*.
`Cc1ccc2c(c1)nc(NCCCO)n2C` gave CYP2C19 inh -5, S1P2 blocker 16, sEH act -5, S1P2 ag -2, PostGolgi yeast -5, CYP2C19 activ 1.1, sEH inh 5, hDAT+cocaine -0.033 and PostGolgi ctrl 7.
For Cc1ccc(NCc2nnc(SCC(=O)N3CCc4ccccc43)n2C)cc1 the results were CYP2C19 inh 13, S1P2 blocker -17, sEH act 7, S1P2 ag -5, PostGolgi yeast -6, CYP2C19 activ 0.9, sEH inh -7, hDAT+cocaine -0.72 and PostGolgi ctrl -2.
`COc1ccc(CN2CC(C(=O)NCc3cccc(OC)c3)CC2=O)cc1` (centres undefined) gave CYP2C19 inh 47, S1P2 blocker 7, sEH act 5, S1P2 ag -5, PostGolgi yeast -8, CYP2C19 activ 0.5, sEH inh -6, hDAT+cocaine 0.023 and PostGolgi ctrl -3.
O=C(O)CSc1c2c(nc3cc(C(=O)N4CCOCC4)ccc13)CCCC2 was read as CYP2C19 inh 0, S1P2 blocker -3, S1P2 ag -2, PostGolgi yeast -1, CYP2C19 activ 1, hDAT+cocaine -0.79 and PostGolgi ctrl 2.
Cc1cccc(NC(=O)C2(c3ccccc3)CC2(Cl)Cl)c1 (centres undefined) was read as CYP2C19 inh 61*, S1P2 blocker 5, sEH act 0, S1P2 ag -7, PostGolgi yeast 13, CYP2C19 activ 0.4, sEH inh 1 and PostGolgi ctrl 35*.
Screening CN1CCN(Cc2c(O)ccc3c(-c4ccccc4)cc(=O)oc23)CC1 returned CYP2C19 inh 54*, S1P2 blocker 14, sEH act -6, S1P2 ag -11, PostGolgi yeast 1, CYP2C19 activ 0.5, sEH inh 9, hDAT+cocaine 0.75 and PostGolgi ctrl 11.
Screening O=C(O)CC(NC(=O)C(c1ccccc1)c1ccccc1)c1ccco1 (centres undefined) returned CYP2C19 inh 4, S1P2 blocker 6, sEH act 2, S1P2 ag -3, PostGolgi yeast 1, CYP2C19 activ 1, sEH inh -6, hDAT+cocaine 0.15 and PostGolgi ctrl 0.
For O=C(Nc1ccc(N2CCN(C(=O)c3ccco3)CC2)cc1)c1cccs1 the results were CYP2C19 inh 7, S1P2 blocker -15, sEH act -37, S1P2 ag -5, PostGolgi yeast 2, CYP2C19 activ 0.9, sEH inh 38, hDAT+cocaine 1.6 and PostGolgi ctrl -1.
`COc1ccc2c(c1)c(=O)cc(C)n2CC(=O)NCc1ccco1` gave CYP2C19 inh 50, S1P2 blocker 2, sEH act -3, S1P2 ag -6, PostGolgi yeast -14, CYP2C19 activ 0.5, sEH inh 6, hDAT+cocaine -0.82 and PostGolgi ctrl 8.
CCOC(=O)c1nnc(-c2cccs2)nc1NC(C)C was read as CYP2C19 inh -2, S1P2 blocker -5, sEH act 2, S1P2 ag -8, PostGolgi yeast 14, CYP2C19 activ 1, sEH inh 0, hDAT+cocaine 0.48 and PostGolgi ctrl 9.
`O=C(CSc1nc2c(cnn2-c2ccc(F)cc2)c(=O)[nH]1)N1CCCc2ccccc21` gave CYP2C19 inh -2, S1P2 blocker 6, sEH act 3, S1P2 ag -4, PostGolgi yeast 1, CYP2C19 activ 1, sEH inh -2, hDAT+cocaine -0.54 and PostGolgi ctrl 21.
`CC(C)CCNC(=O)C(c1ccco1)N(Cc1ccc(F)cc1)C(=O)c1snc(C(N)=O)c1N` (centres undefined) gave CYP2C19 inh 67*, S1P2 blocker 7, sEH act 0, S1P2 ag -4, PostGolgi yeast -11, CYP2C19 activ 0.3, sEH inh -2, hDAT+cocaine 0.5 and PostGolgi ctrl -7.

A draw from above in order of heavy-atom count, ascending:
Screening CC1(C)CC(=O)CC(C)(C)N1OC(=O)c1ccco1 returned CYP2C19 inh -9, S1P2 blocker -34, sEH act -8, S1P2 ag -8, PostGolgi yeast 13, CYP2C19 activ 1.1, sEH inh 9, hDAT+cocaine -1.4 and PostGolgi ctrl -4.
Cc1cccc(NC(=O)C2(c3ccccc3)CC2(Cl)Cl)c1 (centres undefined) was read as CYP2C19 inh 61*, S1P2 blocker 5, sEH act 0, S1P2 ag -7, PostGolgi yeast 13, CYP2C19 activ 0.4, sEH inh 1 and PostGolgi ctrl 35*.
`O=C(COc1cccc2cccnc12)N1CCc2ccccc2C1` gave CYP2C19 inh 88*, S1P2 blocker 13, sEH act 7, S1P2 ag 0, PostGolgi yeast -3, CYP2C19 activ 0.1, sEH inh -7, hDAT+cocaine -0.26 and PostGolgi ctrl -3.

Screening data deposited in PubChem BioAssay by several laboratories.
